# ABCB6 inh MLPCN: inhibitors of human ABC transporter ABCB6; 360,000 compounds, 0.19% hits; K562-ABCB6 porphyrin accumulation, flow cytometry, 1 h; hits give low values; fluorescence ratio to DMSO, % at 10 µM; AID 602162; Q9NP58;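 active means fluorescence ratio to DMSO below 75%, the collection mean minus 3 SD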;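 further: signal is porphyrin accumulated inside mitochondria; 100% equals median channel fluorescence of DMSO control wells; lower ratio means ABCB6 inhibition with less porphyrin fluorescence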
# TLR9-MyD88 block: blocks human TLR9 binding to MyD88; Q9NR96+Q99836; 340,000 compounds, 0.21% hits; AID 504734; inhibition, % at 4.98 µM; CHO BLA complementation TLR9-MyD88, CCF4 FRET ratio;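 active means inhibition above the mean over all tested compounds plus 3 SD, cut at about 21% in these data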;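 further: 0% = DMSO only wells and 100% = clavulanate BLA inhibitor control wells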
# MC4R antagonist: blocks human MC4R cAMP signaling; inhibition, % at 6.5 µM; 360,000 compounds, 0.48% hits; P32245; AID 540295; MC4R-expressing cells, MTII-stimulated cAMP, LANCE TR-FRET;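 active means inhibition above its plate's cutoff, the mean of tested wells on that plate plus 3 SD, cut at about 29% in these data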;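 further: 0% = Melanotan II alone and 100% = Melanotan II plus saturating MCL0020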
# Target sequence (P32245 whole entry, looked up): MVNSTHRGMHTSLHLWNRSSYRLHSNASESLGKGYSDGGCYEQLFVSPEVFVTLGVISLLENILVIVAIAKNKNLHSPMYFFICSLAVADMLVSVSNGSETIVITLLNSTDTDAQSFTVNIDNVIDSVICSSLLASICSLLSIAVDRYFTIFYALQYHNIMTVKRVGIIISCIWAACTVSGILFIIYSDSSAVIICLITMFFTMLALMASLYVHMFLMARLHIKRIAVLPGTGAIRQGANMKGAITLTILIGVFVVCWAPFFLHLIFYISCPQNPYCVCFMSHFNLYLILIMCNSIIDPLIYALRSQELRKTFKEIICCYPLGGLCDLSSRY
#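 material = U2OS cells stably expressing human melanocortin 4 receptor (MC4R) | also added = Melanotan II challenge | dosing = single nominal compound dose of 6.5 µM | detection = TR-FRET with Eu-cAMP and labeled anti-cAMP, 671 nm | replication = singlicate | timing = compound 30 min, challenge 1 h, detection 1 h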
# SRC2 inh: human SRC2 (NCOA2) inhibition; Q15596; HEK293 GAL4-SRC2 luciferase reporter, luminescence; inhibition, % at 9 µM; 370,000 compounds, 0.17% hits; AID 651957;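 active means inhibition above the mean inhibition of all tested compounds plus 3 SD, set per campaign, cut at about 52% in these data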;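 further: 0% = DMSO treated cells and 100% = cells given Gossypol at 36 µM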
# Glyco luc inh: N-linked glycosylation inhibition; 360,000 compounds, 0.23% hits; AID 588692; reporter increase, % at 12.5 µM; D54 ERlucT glycosylation luciferase reporter, 24 h; percent of 100 nM tunicamycin response;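 active means mean luciferase reporter signal, scaled so untreated is 0 and the glycosylation-blocking control 100, at or above a set limit in every replicate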;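 further: luciferase carries N-glycosylation sites so blocking glycosylation raises the light; 0% = median of neutral control wells and 100% = median of 100 nM tunicamycin wells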
# Cardio protect: protects H9c2 cardiomyocytes from peroxide injury; H2O2 injury protection, ATPLite, 2 h; protection from H2O2 cell death, % at 20 µM; 360,000 compounds, 0.63% hits; AID 588492;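 active means compounds giving at least 50% protection of heart cells from peroxide-induced death in the single-dose screen, raw or plate-pattern-corrected value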;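 further: 0% = DMSO wells with peroxide and 100% = DMSO wells without peroxide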
# MC4R ag barr: activates human MC4R beta-arrestin recruitment; U2OS MC4R beta-arrestin complementation, luminescence; percent of melanotan II response, DMSO zero; activation, % at 8.9 µM; 360,000 compounds, 0.98% hits;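 active means activation above a per-plate cutoff, the mean activation of sample wells on that plate plus 3 SD, cut at about 8% in these data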
# HTR2A ag: activates the mouse 5-HT2A serotonin receptor; activation, % at 7.6 µM; AID 624169; CHO-K1 mHTR2A beta-arrestin complementation, luminescence; percent of 30 µM serotonin response; 360,000 compounds, 0.66% hits;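 active means activation above a run cutoff, the mean activation of all tested compounds plus 3 SD, cut at about 14% in these data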;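 further: 0% = plate median of compound wells and 100% = 30 µM serotonin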
# Target sequence (P35363 whole entry, looked up): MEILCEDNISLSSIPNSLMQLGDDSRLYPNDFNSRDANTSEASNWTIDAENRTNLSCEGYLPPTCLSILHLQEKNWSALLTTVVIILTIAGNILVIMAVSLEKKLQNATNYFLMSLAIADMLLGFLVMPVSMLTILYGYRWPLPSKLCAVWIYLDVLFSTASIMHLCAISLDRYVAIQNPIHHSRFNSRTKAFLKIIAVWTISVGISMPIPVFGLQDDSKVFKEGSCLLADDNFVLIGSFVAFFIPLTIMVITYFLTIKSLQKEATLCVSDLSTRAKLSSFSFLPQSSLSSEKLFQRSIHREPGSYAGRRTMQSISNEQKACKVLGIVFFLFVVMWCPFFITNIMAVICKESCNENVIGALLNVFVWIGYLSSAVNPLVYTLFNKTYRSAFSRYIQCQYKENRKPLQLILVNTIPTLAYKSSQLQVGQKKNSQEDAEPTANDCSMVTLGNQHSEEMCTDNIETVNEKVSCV
# ABHD5-PLIN5 inh: ABHD5-PLIN5 protein interaction inhibition | 360,000 compounds, 0.78% hits | Q00G26+Q8WTS1 | inhibition, % at 4 µM | Split G. princeps luciferase complementation, luminescence, 4 h;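 active means inhibition above the mean inhibition across every tested compound plus 3 SD, cut at about 22% in these data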;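 further: 0% = DMSO only wells and the 100% control is not disclosed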
# NOD2 RIPK2 PPI: NOD2-RIPK2 protein interaction inhibition | O43353 | CHO BLA complementation NOD2-RIPK2, CCF4 ratio | inhibition, % at 4.98 µM | 360,000 compounds, 0.38% hits; in the data active means inhibition above about 21%;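 further: 0% = vehicle only and 100% = reference blocker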
# The depositor's hits bear a star; / = no result given. Not all compounds are listed, so the mix of outcomes need not match the whole.
# Each structure is followed by: ABCB6 inh MLPCN	TLR9-MyD88 block	MC4R antagonist	SRC2 inh	Glyco luc inh	Cardio protect	MC4R ag barr	HTR2A ag	ABHD5-PLIN5 inh	NOD2 RIPK2 PPI
Cc1nnc(NC(=O)c2ccc(S(=O)(=O)C(F)F)cc2)s1
    101	1	4	-62	-1	-7	1.3	6	3	-8
CN(C)C(CNc1ncccn1)c1ccccc1 (centres undefined)
    100	-6	-8	-14	5	3	2.0	-1	1	1
CCc1ccc(C(=O)C(C)OC(=O)CN2C(=O)NC3(CCCC3)C2=O)cc1 (centres undefined)
    96	-5	3	-4	3	1	-1.3	-5	7	-9
COC(=O)c1nc(NC(=S)NC(=O)c2cccs2)sc1C
    99	2	23	-9	-1	-16	-0.4	5	-5	0
Cc1ccc(NC(=O)Cn2nnc(C(=O)NCCc3ccccc3)c2N)c(C)c1
    91	8	-4	/	0	-15	5.2	3	16	0
COC1=NS(=O)(=O)c2ccccc21
    105	-8	13	-3	1	4	-0.9	5	1	-8
Cc1cc(C)cc(Nc2c(F)c(F)c(F)c(F)c2C(=O)O)c1
    108	/	-9	-23	1	-4	2.0	7	-1	-5
CCCCn1c(NC(C)=O)c(C#N)c2nc3ccccc3nc21
    102	5	5	-17	7	13	-1.3	-2	-12	-11
O=C(NC(NC(=S)N1CCOCC1)C(Cl)(Cl)Cl)c1ccc(Cl)cc1 (centres undefined)
    104	-5	8	24	5	-7	-1.5	2	-6	-3
NS(=O)(=O)c1cccc(NC(=S)NCc2ccccc2)c1
    98	1	2	-7	0	-4	2.1	-1	-2	1
COc1cc(/C=N/NC(=O)c2cnn3c(C)cc(-c4ccccc4)nc23)ccc1O
    94	-5	-8	-5	2	76*	0.6	-1	1	-6
Cc1ccccc1C(=O)Nc1ccc(-c2nc3ccc(C(=O)c4ccccc4)cc3[nH]2)cc1
    100	4	11	-9	-3	-13	-2.6	-2	-6	0
COc1cc2c(cc1/C=C/C(=O)O)OC(C)C2 (centres undefined)
    99	-9	-5	-25	1	11	-2.9	4	1	3
CC(C)COc1ccc(C(=O)Nc2ccccc2[N+](=O)[O-])cc1
    99	4	6	-49	0	-6	-0.3	-4	-6	8
Cc1sc2nc(C(C)(C)C)oc(=O)c2c1C
    97	-12	3	/	2	1	1.8	4	10	3
COc1ccc(CNC(=O)CCS(=O)(=O)Cc2ccc(C)cc2)c(OC)c1
    98	9	9	5	2	-3	-1.1	-4	1	6
O=C(CNC(=O)c1ccccc1)N/N=C/c1ccccc1Cl
    103	3	2	-21	3	17	0.6	-1	-2	-3
O=C(Cn1cnc2cc([N+](=O)[O-])ccc2c1=O)N(Cc1ccccc1)C1CCS(=O)(=O)C1 (centres undefined)
    96	-2	4	-30	2	4	1.1	-3	1	0
CC(=O)c1cccc(-c2ccc(CN3C(CC(C)C)C(=O)N(Cc4cn(CC5CCCCC5)nn4)CCS3(=O)=O)cc2)c1 (centres undefined)
    95	-18	9	14	5	2	0.7	3	7	-15
CNC(=O)C(Sc1ccccc1)c1ccccc1 (centres undefined)
    92	-3	3	16	0	-2	-1.1	-4	-1	-1
CS(=O)(=O)c1ccc(-c2cccc(NC(=O)COc3ccccc3)c2)nn1
    98	-3	3	7	-3	7	2.3	7	-5	-1
Cc1ccc(C2=NOC3(CC(=O)N(c4ccc(C)cc4)C3=O)C2)cc1 (centres undefined)
    97	-1	1	4	0	1	2.2	6	-3	-3
CC(NC(=O)CSc1ncccn1)c1ccccc1 (centres undefined)
    107	-6	-1	-20	0	3	-1.0	-1	-4	0
c1ccc(N2CCN(c3nc4ccccc4[nH]3)CC2)nc1
    87	-1	2	-5	2	6	1.6	-4	2	2
O=C(COC(=O)c1nc(Cl)c(Cl)c(Cl)c1Cl)NCc1ccccc1
    101	3	17	-32	7	-11	-0.5	-1	13	19
CC1CCCN(C(=O)c2cccc(S(=O)(=O)NCc3ccccc3)c2)C1 (centres undefined)
    97	-1	1	-8	1	1	1.4	0	0	-3
O=C(NC(=O)c1ccncc1)NC(c1ccccc1)c1ccccc1
    104	7	4	-11	2	4	0.3	-1	-2	-4
Cc1ccc2cc(CCNC(=O)CCCc3ccccc3)c(=O)[nH]c2c1C
    95	-12	10	11	-1	-2	3.7	-4	-5	3
Cc1ccc(NC(=O)Cn2c(=O)n(CCCC(=O)NCc3ccco3)c(=O)c3ccccc32)cc1
    95	-3	6	-7	15	6	1.7	5	11	-5
CN1CCN(CC(=O)Nc2ccccc2Sc2ccccc2)CC1
    92	4	-2	6	-4	-1	-2.4	-6	-7	-4
O=C(NCC(=O)N(Cc1cccs1)C(C(=O)NC1CCCC1)c1ccco1)c1cccs1 (centres undefined)
    96	0	5	-16	-2	59*	-2.8	-5	4	2
CCOc1ccccc1C=Nc1ccccc1C(=O)Nc1ccccc1
    94	-5	7	-6	1	7	-0.9	0	0	-8
N#Cc1cn(CCCOc2ccccc2)c2ccccc12
    98	-3	14	10	-4	-8	-0.4	-4	-1	-18
CC(C)(C)c1ccc(C(=O)NC(=S)NNC(=O)c2cccs2)cc1
    93	2	-2	-69	7	10	-4.2	0	-11	11
S=C1NC[C@H](c2ccccc2)N1CCCCC1CCCCC1
    97	-2	10	13	-3	-13	-1.5	-1	-6	-7
Cc1nc(CC(=O)c2ccc(O)c(C)c2O)cs1
    93	1	11	-6	-1	7	0.8	2	-1	-12
CC1CCCN(S(=O)(=O)c2ccc([N+](=O)[O-])cc2)C1 (centres undefined)
    100	-7	3	-16	0	-3	1.2	9	-6	-5
O=C(Nc1ccccc1C(=O)N1CCOCC1)c1ccc(Br)cc1
    96	4	5	/	2	4	-3.3	3	2	-8
O=C(CNC(=O)c1cccs1)Nc1cccc(S(=O)(=O)N2CCOCC2)c1
    89	-1	2	0	2	-1	-2.1	4	-2	-8
O=C1c2ccccc2CCC12N=NCC2c1ccc(Cl)cc1 (centres undefined)
    94	-16	8	-31	2	-5	-1.4	-3	-1	4
CCOC(=O)C(CC1=CS(=O)(=O)c2ccc(Cl)cc21)(NC(C)=O)C(=O)OCC
    106	6	2	9	-2	9	-0.3	1	4	2
O=C(N/N=C/c1cccnc1)c1cc2ccccc2o1
    85	-1	-2	-6	3	2	0.0	-3	3	10
CN(C)C(=O)C1C2NC(=S)N(c3ccccc3)C1(C)Oc1ccccc12 (centres undefined)
    100	-7	4	-10	0	1	1.9	1	5	-7
CCCC(=O)NCc1ccccc1Cl
    89	-8	0	7	4	8	-2.5	3	1	-3
COC(=O)c1cccc(NC(=S)Nc2cccc(Cl)c2C)c1
    94	-11	-2	-6	1	-12	-1.4	1	6	-1
Cc1cccc(NC(=O)CSc2nnnn2-c2ccc3c(c2)OCCO3)n1
    97	6	14	-3	-2	7	1.7	0	4	-1
CCOC(=O)/C=C1\Nc2ccccc2SC1=O
    101	4	0	16	1	7	-1.7	7	1	0
CCN(CC)C(=O)C(c1ccccc1)S(=O)(=O)N1CCOCC1 (centres undefined)
    103	1	1	-20	0	0	1.1	4	18	-8
COc1ccccc1N1CCN(C(CNS(=O)(=O)c2cc(F)ccc2F)c2cccnc2)CC1 (centres undefined)
    101	-18	0	-8	-1	4	-0.7	7	4	-12
N#CC1=C(N)NC(SCC(=O)Nc2ccc(Br)cc2)=C(C#N)C12CCCCC2
    98	5	11	18	-2	-27	0.2	-4	-4	3
O=C(COC(=O)CCCOc1ccc(Cl)cc1Cl)NCc1ccccc1
    96	-1	8	49	3	-3	4.2	-1	-2	-2
COc1ccc(NS(=O)(=O)c2ccc3oc(=O)c4[nH]c(=O)c(=O)n(C)c4c3c2)cc1
    98	4	-1	-24	1	-2	-0.8	1	7	-9
O=C(COC(=O)Cc1c(Cl)cccc1Cl)NCC1CCCO1 (centres undefined)
    98	-1	8	12	-1	1	-1.1	0	-7	-4
CCn1ncc(Cl)c1C(=O)Nc1cc([N+](=O)[O-])ccc1OC
    104	3	-1	3	0	-1	-0.8	2	-1	-12
COC(=O)c1ccc(CNC(=O)C2CCC(=O)N(CCN3CCOCC3)C2)cc1 (centres undefined)
    98	-3	1	-9	6	2	-3.1	8	2	-4
COc1ccc(NC(=O)CCC(=O)N2CCC(c3ccccc3)=N2)cc1S(=O)(=O)N1CCCCC1
    101	1	4	15	-1	-5	-0.5	2	6	7
COc1ccccc1NC(=O)c1cc2cc(Br)ccc2cc1O
    93	8	20	15	-4	-19	2.6	3	-16	7
COC(=O)[C@@H]1CC(O)CN1C(=O)C12CC3CC(CC(C3)C1)C2 (some centres undefined)
    92	6	7	-10	0	3	-1.6	-3	0	-16
CCn1c(SCC(=O)N/N=C/c2ccccc2OCC(=O)O)nnc1-c1ccc(C(C)(C)C)cc1
    100	-13	-2	8	-1	-6	-1.6	7	4	-17
CCN(CC)CC(C)(C)COC(=O)c1oc2ccccc2c1C
    93	2	4	22	-1	4	0.4	-2	-7	13

# Looked up one by one from the list above, 2 records:
# Each structure is followed by: ABCB6 inh MLPCN	TLR9-MyD88 block	MC4R antagonist	SRC2 inh	Glyco luc inh	Cardio protect	MC4R ag barr	HTR2A ag	ABHD5-PLIN5 inh	NOD2 RIPK2 PPI
COC(=O)c1ccc(CNC(=O)C2CCC(=O)N(CCN3CCOCC3)C2)cc1 (centres undefined)
    98	-3	1	-9	6	2	-3.1	8	2	-4
CCN(CC)C(=O)C(c1ccccc1)S(=O)(=O)N1CCOCC1 (centres undefined)
    103	1	1	-20	0	0	1.1	4	18	-8

# (continued)
# Each structure is followed by: ABCB6 inh MLPCN	TLR9-MyD88 block	MC4R antagonist	SRC2 inh	Glyco luc inh	Cardio protect	MC4R ag barr	HTR2A ag	ABHD5-PLIN5 inh	NOD2 RIPK2 PPI
Cc1cc(OCC(=O)c2ccc(Br)cc2)ccc1N1C(=O)CCC1=O
    92	-5	14	-6	2	4	-2.2	1	2	-4
CCOC(=O)CNC(=O)C1Cc2ccccc2CN1S(=O)(=O)c1cccs1 (centres undefined)
    95	-7	6	-7	0	11	0.9	8	5	-3
CCOCCOC(=O)C(C)Sc1n[nH]c(=O)[nH]c1=O (centres undefined)
    96	-3	0	-22	2	-15	-2.0	3	1	4
COc1cc(Cl)cc(NC(=O)CCN2CCN(C)CC2)c1
    93	-7	0	12	0	-3	0.7	-1	3	-3
CC1(C)Cc2c(sc(NC(=O)COc3ccc(Cl)cc3)c2C#N)C(C)(C)N1
    99	5	8	/	0	-4	-2.7	-3	7	6
O=C(O)Cc1ccc2sc(-c3ccccc3)nc2c1
    96	6	9	-10	3	-2	-1.0	-1	-1	-11
CC1CC1C(=O)OCC(=O)Nc1cc(S(=O)(=O)N2CCCCC2)ccc1Cl (centres undefined)
    102	-4	4	9	-1	-1	-2.9	1	-7	-1
CC(NC(=O)COc1ccccc1Cl)c1ccccc1 (centres undefined)
    100	-17	19	4	-4	2	0.4	3	-5	-12
O=C(CCS(=O)(=O)c1ccc(Cl)cc1)OCC(=O)N1CCCCC1
    96	4	0	12	-2	4	3.8	16*	9	-9
CCC[n+]1c(C)sc2c3c(ccc21)CCCC3
    101	11	4	/	-3	-32	-2.5	4	-5	-4

# Screens deposited in PubChem BioAssay by several laboratories.
